High-throughput results as filed in PubChem BioAssay.
SNCA viab count: cell viability loss counter-screen; HEK-293-SNCA-luc viability, GF-AFC fluorescence, 24 h; Potency, µM (top dose mostly 57.1 µM), without a hit: at the top dose activity change, negative = cytotoxicity, actives largely listed as cytotoxic; 150,000 tested, 0.12% active; AID 1671193;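 further: potency means the concentration at half of the fitted maximal effect; 0% = DMSO-treated cells and -100% = medium-only wells without cells; nearly all actives have a fitted effect of over 30% in size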
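Cytotoxicity counterscreen: after 24 h compound treatment of genome-edited SNCA-luciferase HEK-293 cells, live-cell protease substrate GF-AFC read by fluorescence after 30 min; activity scaled between DMSO (0%) and medium-only (-100%), curves Hill-fitted.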
Luciferase inh: Photinus pyralis luciferase inhibition. Potency, µM (series often up to 115 µM), for the others: top-dose activity change, negative = inhibition, actives largely listed as inhibitors. 76,000 tested, 2.5% active. AID 1347043. P08659. purified P. pyralis luciferase, luminescence, biochemical; further: potency means the concentration at half of the fitted maximal effect; nearly all actives have a fitted effect of over 65% in size
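Purified P. pyralis luciferase (10nM final) in 50mM Tris acetate pH 7.5, 10mM Mg acetate, 0.01% Tween-20, 0.05% BSA with 10uM D-luciferin and 10uM ATP. Compounds titrated qHTS. Luminescence imaged on CCD.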
SNCA expr inh: inhibitors of alpha-synuclein (SNCA) gene expression. HEK-293 SNCA-luciferase knock-in, luminescence, 24 h. Potency, µM (doses to about 57.2 µM), for the others: at the highest dose activity change, negative = inhibition, usual class: inhibitors. 140,000 tested, 0.17% active;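 further: potency means the concentration at half of the fitted maximal effect; plate controls were DMSO cells for no effect and cell-free wells for full effect; nearly all actives have a fitted effect of over 45% in size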
NIH3T3 tox: NIH 3T3 cell cytotoxicity; Potency, µM (titrated, usually from 96.7 µM), for the others: at the highest dose activity change, negative = cytotoxicity, usual class: inhibitors; NIH 3T3 viability, CellTiter-Glo ATP luminescence, 48-72 h; AID 1345082; 94,000 tested, 4.3% active; further: potency means the concentration at half of the fitted maximal effect; nearly all actives have a fitted effect of over 55% in size
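ATP-dependent luminescence (CellTiter-Glo) served as the viability signal for NIH 3T3 cells treated with compound for 48 or 72 hr at 37 °C.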
HEK293 tox: HEK 293 cell cytotoxicity | HEK 293 viability, ATP luminescence (CellTiter-Glo), 48-72 h | Potency, µM (series often up to 115 µM), inactives show at the top dose activity change, negative = cytotoxicity, usual class: inhibitors | 94,000 tested, 6.6% active; further: potency means the concentration at half of the fitted maximal effect; nearly all actives have a fitted effect of over 60% in size
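HEK 293 cells at 250 cells/well were exposed to compounds by pintool transfer for 48 or 72 hr at 37 degree Celsius, 5% CO2. Viability was read as ATP-coupled luminescence with CellTiter-Glo after 10 min at room temperature.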
IP6K1 inh: blocks human inositol hexakisphosphate kinase 1. Q92551. IP6K1 kinase, ADP-Glo luminescence, 2 h; hits give low values. 140,000 tested, 0.81% active. AID 1645851. activity change, % (series mostly up to about 58 µM); in the data active means activity change below about -25%
Target sequence (Q92551 whole entry, looked up): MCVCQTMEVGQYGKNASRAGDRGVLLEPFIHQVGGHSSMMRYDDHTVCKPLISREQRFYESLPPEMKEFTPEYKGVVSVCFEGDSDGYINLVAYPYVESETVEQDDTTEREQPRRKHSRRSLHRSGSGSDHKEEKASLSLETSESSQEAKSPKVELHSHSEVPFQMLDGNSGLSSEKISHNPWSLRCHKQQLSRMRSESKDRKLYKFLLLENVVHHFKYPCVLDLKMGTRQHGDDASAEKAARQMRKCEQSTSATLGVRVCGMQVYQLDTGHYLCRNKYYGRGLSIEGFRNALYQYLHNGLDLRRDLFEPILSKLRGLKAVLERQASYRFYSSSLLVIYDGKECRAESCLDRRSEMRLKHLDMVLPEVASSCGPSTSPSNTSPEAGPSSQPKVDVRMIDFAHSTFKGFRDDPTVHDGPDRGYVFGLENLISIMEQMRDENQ
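ADP-Glo luminescence measures ADP made by human IP6K1 during a 2 h RT reaction with ATP/IP6 (mix at 1.3 mM/130 uM); top library doses 57.5 and 19.1 uM final.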
GPT2 inh: blocks human glutamate pyruvate transaminase 2. Q8TD30. Recombinant GPT2, coupled pyruvate oxidase/HRP Amplex Red fluorescence. Potency, µM (doses to about 57.7 µM), inactives show top-dose activity change, negative = inhibition, hits mostly inhibitors. 100,000 tested, 0.25% active; further: potency means the concentration at half of the fitted maximal effect; nearly all actives have a fitted effect of over 60% in size; many of its hits are not listed in these tables
Target sequence (Q8TD30 whole entry, looked up): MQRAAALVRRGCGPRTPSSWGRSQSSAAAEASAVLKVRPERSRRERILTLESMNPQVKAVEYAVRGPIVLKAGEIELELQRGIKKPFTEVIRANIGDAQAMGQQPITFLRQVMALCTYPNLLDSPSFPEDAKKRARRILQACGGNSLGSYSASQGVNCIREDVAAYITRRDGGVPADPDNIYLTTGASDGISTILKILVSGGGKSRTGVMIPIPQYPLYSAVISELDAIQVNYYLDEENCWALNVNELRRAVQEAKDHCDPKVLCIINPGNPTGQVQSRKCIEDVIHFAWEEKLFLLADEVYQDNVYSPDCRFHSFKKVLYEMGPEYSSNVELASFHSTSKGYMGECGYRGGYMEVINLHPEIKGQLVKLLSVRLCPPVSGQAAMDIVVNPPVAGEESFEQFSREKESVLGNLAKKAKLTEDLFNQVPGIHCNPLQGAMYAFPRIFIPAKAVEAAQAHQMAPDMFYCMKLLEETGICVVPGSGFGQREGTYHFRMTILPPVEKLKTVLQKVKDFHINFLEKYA
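Inhibition is scored from Amplex Red fluorescence generated when pyruvate oxidase and HRP act on pyruvate released by GPT2. Reactions contain 10ng/uL enzyme, 250uM a-KG and 2mM L-alanine and run 30 min at room temperature.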
An asterisk follows results filed as active; i = inactive; ? = inconclusive; · = no result given; [ ] = another dose, or the depositor's remark. Unless noted, the call rests on the fitted dose curve; in most records, active means well fitted curve in the direction sought with a large enough effect; inconclusive means small, poorly fitted or top-dose-only effect, or another doubt; inactive means no such curve, though single readings can be large; an effect the other way counts as inactive or inconclusive. Unless noted, on the % scale 0 is the no-effect control and ±100 the full control effect.

The opening 2 compounds as a preview:
#	SMILES	SNCA viab count	Luciferase inh	SNCA expr inh	NIH3T3 tox
1	COCc1ncc(C)n1C1CCN(C(=O)Cc2cccc(F)c2)CC1	4.9%	6.3%	-2.9%	-6.0%
2	COc1ccccc1NC(=O)NC1CC(=O)N(Cc2cccc(F)c2)C1 (configuration not stated)	6.8%	-2.7%	-19.7%	-1.4%

#	HEK293 tox	IP6K1 inh	GPT2 inh
1	-22.3%	17.5	-1.3%
2	i	2.9	-7.3%

Results, from the start:
#	SMILES	SNCA viab count	Luciferase inh	SNCA expr inh	NIH3T3 tox
1	COCc1ncc(C)n1C1CCN(C(=O)Cc2cccc(F)c2)CC1	4.9%	6.3%	-2.9%	-6.0%
2	COc1ccccc1NC(=O)NC1CC(=O)N(Cc2cccc(F)c2)C1 (configuration not stated)	6.8%	-2.7%	-19.7%	-1.4%
3	Cc1ccc(CN2C(=O)[C@@H]3C[C@@H](O)CN3C3(CN(Cc4ccncc4)C3)C2=O)o1	-1.5%[87.6 µM]	-0.9%[172 µM]	-10.8%[87.6 µM]	-19.6%[174 µM]
4	COc1ccccc1-c1cc(C(=O)NC2CC2)c2cnn(C)c2n1	0.3%	·	4.8%	?
5	COc1ccc(C(=O)N[C@@H]2CCC[C@@H]2C(=O)N(C)Cc2ccccc2)cc1	-25.2%	4.0%	14.2%	-4.0%
6	Cc1cnc(C(=O)NC2C[C@H]3CC[C@@H](C2)N3C(=O)C2CCCCCC2)cn1 (some centres not stated)	-15.6%	-4.6%	-11.2%	-21.2%
7	CCn1ccc2cc(S(=O)(=O)N3CCC(C(=O)NCCc4ccc(SC)cc4)CC3)ccc21	13.9%	·	8.8%	·
8	O=C(Nc1cccc(F)c1)C1(CCO)CC12CCOCC2 (configuration not stated)	-2.4%	6.5%	-24.7%	-12.4%
9	COc1ccc(CN2C[C@@H]3C(=O)N(CCN4CCc5ccccc5C4)C(=O)[C@@H]3C2)cc1	3.3%	3.8%	5.8%	?
10	COc1ccc(-c2cc(C[C@@H]3CC[C@H](O)[C@@H](CN(Cc4ccccc4OC)Cc4ccccc4OC)O3)no2)cc1	?	?	?	?
11	CCN1CCN(C(=O)C2CCN(c3cnn(CCOC)c(=O)c3)C2)CC1 (configuration not stated)	0.6%	17.2%	7.1%	i
12	O=C(CCC1CCCN(S(=O)(=O)c2ccccc2)C1)NCC1CC1 (configuration not stated)	-5.1%	9.0%	7.0%	-8.5%
13	CCC(=O)N1CCC(N2C(=O)[C@H](OCCOC)[C@@H]2c2ccncc2)CC1	9.6%	·	-8.5%	-8.2%
14	COc1cccc(-c2nnnn2[C@H]2CO[C@H]3[C@@H]2OC[C@@H]3NS(=O)(=O)c2ccccc2C#N)c1	-0.1%	3.8%	-4.8%	-14.8%
15	CNC(=O)c1ccc2cc[nH]c2n1	5.2%[87.6 µM]	·	40.3%[activator][87.6 µM]	i

#	HEK293 tox	IP6K1 inh	GPT2 inh
1	-22.3%	17.5	-1.3%
2	i	2.9	-7.3%
3	-1.2%[172 µM]	-13.5	i
4	?	2.5	-8.8%
5	-21.6%	-7.9	i
6	?	26.1	-15.7%
7	·	-20.6	·
8	-8.5%	1.7	i
9	?	6.1	i
10	?	-6.7	-6.5%
11	i	2.0	i
12	?	-2.3	1.9%
13	-0.6%	16.6	4.9%
14	-10.3%	16.7	-11.1%
15	i	12.1	i

Going on with the list:
#	SMILES	SNCA viab count	Luciferase inh	SNCA expr inh	NIH3T3 tox
16	CC(=O)O[C@H]1CC(C)(C)CC2[C@]13CO[C@@]21CCC2[C@@]4(C)CC[C@H](O[C@@H]5OC[C@H](O[C@@H]6O[C@H](CO)[C@@H](O)[C@H](O)[C@H]6O[C@@H]6OC[C@@H](O[C@@H]7O[C@H](CO)[C@@H](O)[C@H](O)[C@H]7O)[C@H](O)[C@H]6O)[C@H](O)[C@H]5O[C@@H]5O[C@H](CO)[C@@H](O)[C@H](O)[C@H]5O)[C@@](C)(CO)C4CC[C@@]2(C)[C@]1(C)C[C@H]3O (some centres not stated)	?	·	·	·
17	COC(=O)[C@@H]1Cc2ncn(Cc3ccc(OC)cc3)c2CN1S(=O)(=O)c1cccc2cccnc12	?	-1.5%	34.9%[activator]	?
18	O=C(Cn1cc(C(=O)C2CC2)c2ccccc21)Nc1ccc(Br)cc1	2.9%	·	-10.9%	·
19	O=C(c1cc(F)cc(F)c1)N1CCC(Oc2ncccc2C(=O)N2CCCCC2)C1 (configuration not stated)	-4.2%	0.3%	-21.8%	0.1%
20	CCn1cc(S(=O)(=O)c2cccc(Cl)c2)c(=O)c2cc(F)c(N3CCN(C)CC3)cc21	-20.9%	·	26.4%	·
21	CN(C)[C@@H]1CN(C(=O)c2ccc(F)cc2F)C[C@H]1CO	-3.7%	2.1%	-4.2%	-6.7%
22	C=CCCCC(=O)Nc1ccc(NC(=O)C(C)(C)C)c(OC)c1	-2.3%	-6.5%	-14.3%	-1.3%
23	COc1ccc(NC(=O)c2cnc3c(c2)N(C(=O)Cc2ccccc2OC)CCC3)cn1	-13.1%[87.6 µM]	9.1%[172 µM]	10.2%[87.6 µM]	?
24	CNc1nccc(N2CCC(CC(=O)N3CCN(c4cccc(OC)c4)CC3)CC2)n1	-16.0%	10.9%	1.5%	?
25	COCCOCc1nc(C2CCCN2C(=O)c2ccccn2)no1 (configuration not stated)	0.1%	4.6%	?	-0.9%
26	CC1(c2ccccc2)CCCN(C(=O)c2cc(-c3ccncc3)n[nH]2)C1 (configuration not stated)	-2.4%	14.8%	51.2%[activator]	?
27	Cc1ccc(-n2c(C3CCN(C(=O)c4cc(F)ccc4F)CC3)n[nH]c2=O)cc1	-7.0%	-3.2%	-14.3%	?
28	COc1ccc(CN[C@@H]2CO[C@H](CNC(=O)CC(C)(C)C)[C@H]2O)cc1	-9.4%[87.6 µM]	2.0%[172 µM]	-12.7%[87.6 µM]	-10.9%[174 µM]
29	COc1ccc2nc([C@H]3CCN(C(=O)c4ccccc4)C3)[nH]c2c1	5.9%[87.6 µM]	-5.8%[172 µM]	58.1%[activator][87.6 µM]	-13.9%[174 µM]
30	O=C(NCc1ccccc1)C1CCN(c2cc(C(F)(F)F)ncn2)CC1	3.8%	6.9%	?	?

#	HEK293 tox	IP6K1 inh	GPT2 inh
16	·	12.5	0.6%[11.5 µM]
17	-13.1%	-2.4	-4.0%
18	·	7.4	·
19	-2.8%	0.1	i
20	·	-9.4	·
21	-15.7%	-8.8	-1.8%
22	-9.4%	4.4	i
23	?	-2.3	-7.2%[88.5 µM]
24	25.1µM*	5.0	-3.7%
25	1.7%	-4.9	-5.2%
26	?	-11.5	i
27	-5.2%	-7.1	3.0%
28	-12.7%[172 µM]	0.8	i
29	-15.4%[172 µM]	1.4	-3.1%[88.5 µM]
30	?	-2.6	i

An excerpt from above, reduced to IP6K1 inh:
no. | Molecule | IP6K1 inh
21 | CN(C)[C@@H]1CN(C(=O)c2ccc(F)cc2F)C[C@H]1CO | -8.8
22 | C=CCCCC(=O)Nc1ccc(NC(=O)C(C)(C)C)c(OC)c1 | 4.4
23 | COc1ccc(NC(=O)c2cnc3c(c2)N(C(=O)Cc2ccccc2OC)CCC3)cn1 | -2.3
24 | CNc1nccc(N2CCC(CC(=O)N3CCN(c4cccc(OC)c4)CC3)CC2)n1 | 5.0

(listing goes on)
#	SMILES	SNCA viab count	Luciferase inh	SNCA expr inh	NIH3T3 tox
31	O=C(CCn1c(=O)c2ccccc2n(Cc2cccc(F)c2)c1=O)NCc1ccc2c(c1)OCO2	3.9%	·	-4.2%	·
32	Cc1cnc(C(=O)N2CCCC(C(=O)NCc3ccccc3)CCNC(=O)CC2)cn1 (configuration not stated)	3.4%	-5.7%	18.0%	-23.7%
33	CCNC(=O)N1CCCCCCNC(=O)[C@@H]2C[C@@H](c3nc(-c4cccnc4)no3)C[C@@H]21	8.4%	4.6%	8.4%	-14.9%
34	Cn1ccc2c(C(=O)NCCC(N)=O)nc(-c3ccccc3)cc21	-3.0%[87.6 µM]	-11.3%[172 µM]	-11.9%[87.6 µM]	100µM*
35	CCc1ccc(OCCn2c(C3CC(=O)N(Cc4ccc(F)cc4)C3)nc3ccccc32)cc1 (configuration not stated)	?	·	?	·
36	C[C@@H]1CN(C[C@@H]2CN(C(=O)c3ccc(Cl)o3)C[C@@H]2CO)C[C@H](C)O1	2.6%	-4.8%	?	3.2%
37	N#Cc1ccc(S(=O)(=O)N2C[C@@H](Oc3cccnc3)C[C@H]2C(N)=O)cc1	1.6%	1.0%	-0.7%	-0.5%
38	CC(=O)Nc1ccc(OCC(O)CNC(C)C)cc1 (configuration not stated)	-13.7%[23.9 µM]	·	11.0%[25.6 µM]	·
39	O=C(C1COc2ccccc2C1)N1CCc2c(ncnc2N2CCOCC2)C1 (configuration not stated)	-1.3%	-10.0%	-12.3%	-28.3%
40	CC1CCN(S(=O)(=O)c2ccc3c(c2)N(CC(=O)N(C)Cc2ccccc2)C(=O)CO3)CC1	?	·	?	·
41	Cc1nn(-c2ccccc2)c2c1C(C1CC1)N(C1CN(C(=O)C3CC3)C1)C2=O (configuration not stated)	·	·	·	?
42	COc1ccc(C2Cn3nnc(C(=O)N4CCN(C(=O)c5ccccc5F)CC4)c3CO2)cc1 (configuration not stated)	-0.4%	11.2%	-9.7%	-18.9%
43	COc1cccc(-n2c(-c3ccco3)nc3c(cnn3-c3ccc(Cl)cc3)c2=O)c1	-14.8%	·	-26.6%	·
44	Cc1ccc(S(=O)(=O)Nc2ccccc2N2CCCCC2)s1	-11.0%	·	·	·
45	COCCCNC(=O)c1sc2nc(C)c(C(=O)Nc3ccc(Cl)cc3)c(-c3ccc(Br)cc3)c2c1N	-3.8%	·	23.0%	·

#	HEK293 tox	IP6K1 inh	GPT2 inh
31	·	2.4	·
32	-23.8%	-5.0	-12.7%
33	4.4%	0.0	i
34	-2.8%[172 µM]	-9.5	i
35	·	30.2	·
36	i	-7.8	i
37	2.0%	4.7	-10.1%
38	·	0.5	i
39	-29.6%	19.5	-29.4%
40	·	5.9	·
41	?	1.0	·
42	?	0.0	i
43	·	17.2	·
44	·	8.4	i
45	·	3.0	·
